POLB inh: DNA polymerase beta (human) inhibition | Pol beta primer extension/strand displacement, fluorescence kinetic | 340,000 tested, 1.3% active | P06746 | AID 485314 | Potency, µM (highest dose often 114 µM), without a hit: top-dose activity change, negative = inhibition, actives largely listed as inhibitors; also: % is scaled to controls: 0 for no effect and ±100 for the full control effect
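Human Pol beta at 10 nM; strand-displacement substrate 50 nM final. Compound exposure 15 min at room temperature before start, reaction 10 min at room temperature.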
POLK inh: blocks human DNA polymerase kappa activity; Q9UBT6; purified Pol kappa, fluorescent DNA synthesis assay, 10 min; Potency, µM (top dose mostly 107 µM), for inactives: top-dose activity, negative = inhibition, usual class: inhibitors; 400,000 tested, 0.53% active; AID 588579; also: % is scaled to controls: 0 for no effect and ±100 for the full control effect
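Enzyme at 10 nM met test compounds for 15 min at room temperature. Substrate addition (50 nM final) began the reaction, which was monitored by fluorescence at 0 and 10 min.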
Pol eta inh: DNA polymerase eta (human) inhibition; recombinant Pol eta, fluorescent DNA replication assay; Potency, µM (titrated, usually from 114 µM), without a hit: top-dose activity change, negative = inhibition, most hits filed as inhibitors; 390,000 tested, 1.2% active; AID 588591; also: % is scaled to controls: 0 for no effect and ±100 for the full control effect
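Fluorescent replication assay: 50 nM final substrate added after a 15 min room-temperature compound preincubation with 10 nM enzyme. Signal taken at 0 min and again at 10 min.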
G9a inh: G9a (human) methyltransferase inhibition. Q96KQ7. G9a H3K9 monomethylation, AlphaScreen, 2 h. Potency, µM (highest dose often 102 µM), without a hit: at the highest dose activity, negative = inhibition, most hits filed as inhibitors. 350,000 tested, 8.8% active. AID 504332; also: % is scaled to controls: 0 for no effect and ±100 for the full control effect; nearly all actives have a fitted effect of over 75% in size
Target sequence (Q96KQ7 913-1193 limits assumed): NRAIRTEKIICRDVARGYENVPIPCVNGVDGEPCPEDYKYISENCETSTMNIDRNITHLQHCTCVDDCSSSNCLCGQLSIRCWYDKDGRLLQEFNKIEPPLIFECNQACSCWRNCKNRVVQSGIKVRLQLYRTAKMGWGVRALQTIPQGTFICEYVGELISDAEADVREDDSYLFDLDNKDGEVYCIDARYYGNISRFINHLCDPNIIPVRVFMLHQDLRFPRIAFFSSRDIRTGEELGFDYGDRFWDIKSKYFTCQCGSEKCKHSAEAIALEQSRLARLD
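Methyltransferase reactions run at room temperature for 2 h (20 nM enzyme, 500 nM biotin-H3K9 peptide, 20 uM SAM) after a 15 min compound preincubation; product detected by AlphaScreen beads and anti-H3K9me1 antibody.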
BLM helicase inh: inhibitors of human Bloom syndrome helicase BLM; recombinant BLM DNA unwinding, fluorescence dequenching; AID 2528; P54132; Potency, µM (highest dose often 56.1 µM), inactives show top-dose activity change, negative = inhibition, hits mostly inhibitors; 350,000 tested, 0.2% active;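 also: plate controls were vehicle for no effect and no enzyme for full effect; nearly all actives have a fitted effect of over 35% in size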
BAZ2B block: BAZ2B (human) inhibition. Q9UIF8. 360,000 tested, 4.4% active. AlphaScreen BAZ2B-H3K14Ac peptide displacement. Potency, µM (doses to about 114 µM), inactives show at the top dose activity change, negative = inhibition, actives largely listed as inhibitors; also: % is scaled to controls: 0 for no effect and ±100 for the full control effect; nearly all actives have a fitted effect of over 60% in size
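AlphaScreen displacement of biotin-H3(5-23)K14Ac peptide (50 nM final) from BAZ2B (50 nM final) in PBS pH 7.4, 0.01% Tween-20; complex preformed 30 min RT, then compounds (top 110 uM) 30 min RT, beads 20 min dark.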
APE1 inh: inhibitors of human APE1 endonuclease. Potency, µM (series often up to 65.8 µM), inactives show at the highest dose activity change, negative = inhibition, usual class: inhibitors. AID 2517. recombinant APE1, TAMRA/BHQ-2 abasic DNA cleavage fluorescence. P27695. 350,000 tested, 0.35% active;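 also: plate controls were vehicle for no effect and reference inhibitor for full effect; nearly all actives have a fitted effect of over 55% in size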
Target sequence (P27695 whole entry, looked up): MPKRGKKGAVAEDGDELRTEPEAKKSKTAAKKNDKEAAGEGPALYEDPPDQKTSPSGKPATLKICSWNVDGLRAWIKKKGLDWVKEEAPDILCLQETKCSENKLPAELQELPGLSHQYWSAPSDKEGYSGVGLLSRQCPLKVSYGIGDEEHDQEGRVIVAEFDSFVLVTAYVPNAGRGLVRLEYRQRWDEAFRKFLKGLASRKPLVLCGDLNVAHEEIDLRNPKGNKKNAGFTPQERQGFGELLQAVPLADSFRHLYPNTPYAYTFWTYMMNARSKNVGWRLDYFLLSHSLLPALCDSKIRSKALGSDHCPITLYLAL
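APE1 at 0.75 nM preincubated 15 min at room temperature with compound. Reaction then started with 50 nM double-stranded THF-abasic substrate labelled with TAMRA/BHQ-2, and 525/598 nm fluorescence read kinetically. Activity taken as third-minus-first read difference, normalized to DMSO and NSC13755 controls.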
Anesthetic bind: binds horse apoferritin like a general anesthetic. P02791. apoferritin/1-aminoanthracene competitive binding, fluorescence. Potency, µM (top dose mostly 77.5 µM), for the others: at the highest dose activity change, negative = displacement, most hits filed as inhibitors. 350,000 tested, 0.074% active. AID 485281; also: % is scaled to controls: 0 for no effect and ±100 for the full control effect; nearly all actives have a fitted effect of over 20% in size
Target sequence (P02791 2-175 limits assumed): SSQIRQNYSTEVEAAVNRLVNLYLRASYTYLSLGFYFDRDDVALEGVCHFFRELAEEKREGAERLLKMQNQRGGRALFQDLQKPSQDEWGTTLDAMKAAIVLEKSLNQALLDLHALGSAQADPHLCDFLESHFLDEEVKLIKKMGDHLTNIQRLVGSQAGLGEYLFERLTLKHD
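Horse-spleen apoferritin (10 uM) in 50% saturated 1-aminoanthracene in PBS was incubated 10 min at room temperature with compound. Fluorescence (ex 380, em 535 nm) was normalized to free and bound 1-AMA, with concentration-response fitted by a four-parameter Hill equation.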
Pol iota inh: DNA polymerase iota (human) inhibition. Pol iota fluorescent replication assay, 10 min. 390,000 tested, 1% active. AID 588590. Q9UNA4. Potency, µM (titrated, usually from 115 µM), for the others: at the highest dose activity, negative = inhibition, hits mostly inhibitors
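Pol iota at 10 nM preincubated 15 min with compounds at room temperature; reaction started with fluorescent substrate, 50 nM final. Fluorescence read kinetically at 0 and 10 min; buffer-only wells as negative control.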
An asterisk follows results filed as active; ? = inconclusive; . = not tested or not shown; & = joins results of further samples; [ ] = dose if it differs, or a comment. Calls follow the shape of the dose curve; as a rule, active = well fitted curve in the direction sought with a large enough effect; inconclusive = small, poorly fitted or top-dose-only effect, or another doubt; inactive = no such curve, though single readings can be large; an effect the other way counts as inactive or inconclusive. Potency is read from the fitted curve at half-maximal effect.

nr	Structure	POLB inh	POLK inh	Pol eta inh	G9a inh	BLM helicase inh	BAZ2B block	APE1 inh	Anesthetic bind	Pol iota inh
1	CCOC(=O)c1cc2c(=O)n3ccccc3nc2n(Cc2ccco2)c1=NC(=O)c1ccc(C(C)(C)C)cc1	7%	-16%	-4%	1%[59 µM]	0%	9%	.	1%	0%
2	CCOC(=O)[C@H]1[C@H]2COc3ccc(Cl)cc3[C@@H]2N2C(=O)c3ccc(C)cc3NC(=O)[C@@]12C	.	-20%	-12%	-7%[2.33 µM]	.	1%	3%	.	-15%
3	CCCCN(CCCNC(=O)c1c(C)cc(=O)oc1C)c1ccccc1	2%	-5%	-19%	50µM*	-5%	45µM*	-2%	-12%	29%
4	Cc1cc2nccc(-c3ccc(OCCCF)cc3)n2n1	6%	5%	-15%	152%[activator]	-1%	57%[activator]	27%	-1%	2%
5	CC(C)C(=O)Nc1c2c(nn1-c1ccc(F)cc1)CSC2	27%	-4%	0%	23%[59 µM]	-2%	-3%	34%	-3%	-23%
6	CCOc1ccccc1C(=O)Nc1cc2c(cc1N1CCCC1)n(CC)c(=O)n2CC	-1%	-19%	-11%	45µM*	-6%	18µM*	17%	-10%	-5%
7	Cc1cccc(OCC(=O)NNC(=O)c2cc3ccccc3oc2=O)c1	5%	2%	0%	?	0%	-26%	-5%	-14%	4%
8	CCOC(=O)c1c(NC(=O)COc2ccccc2)sc2c1CC(C)(C)NC2(C)C	6%	3%	-9%	-6%	2%	-25%	-4%	-7%	95%[activator]
9	CN(C)S(=O)(=O)c1ccc(C(=O)NNC(=O)C23CC4CC(CC(C4)C2)C3)cc1	.	-6%	-24%	.	.	.	19%	.	18%
10	COc1ccccc1NC(=O)c1sc2nc3n(c(=O)c2c1C)CCC3	11%	-15%	-9%	18%	0%	-18%	35%	-5%	13%
11	Cc1nn(-c2cccc(Cl)c2)c2c1C(c1cccnc1)C(C#N)=C(N)O2 (configuration not stated)	0%	-8%	-11%	45µM*	0%	50µM*	-9%	-19%	-14%
12	O=c1c(-c2cccc(F)c2)nc2cncnc2n1C1CC1	.	6%[60.1 µM]	.	4%[12.7 µM]	1%	.	1%	.	.
13	N#Cc1c(N)nc2c(c1-c1ccc(F)cc1)CCC2	37%	-9%	1%	.	0%	2%	-2%	-3%	33%[activator]
14	Cc1ccc(S(=O)(=O)NCC2CCC(C(=O)NCc3cccnc3)CC2)cc1 (configuration not stated)	-5%	-1%	-1%	1%	-2%	7%	-2%	-3%	161%[activator]
15	Nc1c(-c2ccc(Cl)cc2)cnn1-c1ccccc1	3%	2%	-15%	-1%	-5%	-25%	22%	-2%	16%
16	S=C(NC1CCCCC1)N1CCN(C2CCCCC2)CC1	7%	-2%	3%	-9%[59 µM]	-3%	-12%	-6%	-1%	164%[activator]
17	O=C(COC(=O)C1CCC(=O)N1)Nc1ccccc1OC(F)F (configuration not stated)	.	-13%	-19%	.	.	.	-6%	.	40%[activator]
18	Cc1cc(N2CCN(C)CC2)nc2ccc(NC(=O)Nc3ccccc3Br)cc12	10%	-8%	-20%	?	-12%	-14%[57.1 µM]	.	60%[activator]	7%
19	O=C(Nc1ccc(F)cc1)Nn1cnnc1	2%	1%	-10%	1%	-1%	6%	45%	3%	33%[activator]
20	CNc1ccccc(C(=O)/C=C/c2ccccc2OC)c1=O	50µM*	-17%	14µM*	4.5µM*	-15%	50µM*	-4%	2%	?
21	CCOC(=O)c1c(C)cc(=O)oc1C	-1%	0%	-16%	15%[59 µM]	-3%	-3%	-1%	2%	5%
22	COC(=O)c1ccc([N+](=O)[O-])cc1N1C(=O)C2C3CCC(C3)C2C1=O (configuration not stated)	3%	-1%	-20%	1%	0%	-18%	3%	-5%	22%
23	Cc1nn(-c2ccccc2)c(Cl)c1/C=N/NC(=O)c1cccnc1	-20%	8%	-14%	8%[59 µM]	0%	6%	3%	-5%	-2%
24	CN(C)S(=O)(=O)N(CC(=O)Nc1ccc(C(F)(F)F)cc1)c1ccccc1	9%	2%	-31%	10%[59 µM]	-7%	9%	.	-17%	12%
25	O=S(=O)(Nc1ncccn1)c1ccc(-n2cnnn2)cc1	0%	-9%	-8%	-27%	-2%	-18%	?	0%	-10%

Single records, from the list above.
`CN(C)S(=O)(=O)c1ccc(C(=O)NNC(=O)C23CC4CC(CC(C4)C2)C3)cc1` is listed as POLB inh: .; POLK inh: -6%; Pol eta inh: -24%; G9a inh: .; BLM helicase inh: .; BAZ2B block: .; APE1 inh: 19%; Anesthetic bind: .; Pol iota inh: 18%
`Cc1cccc(OCC(=O)NNC(=O)c2cc3ccccc3oc2=O)c1` is listed as POLB inh: 5%; POLK inh: 2%; Pol eta inh: 0%; G9a inh: ?; BLM helicase inh: 0%; BAZ2B block: -26%; APE1 inh: -5%; Anesthetic bind: -14%; Pol iota inh: 4%

Back to the main list, repeating the 2 entries before the break.
nr	Structure	POLB inh	POLK inh	Pol eta inh	G9a inh	BLM helicase inh	BAZ2B block	APE1 inh	Anesthetic bind	Pol iota inh
24	CN(C)S(=O)(=O)N(CC(=O)Nc1ccc(C(F)(F)F)cc1)c1ccccc1	9%	2%	-31%	10%[59 µM]	-7%	9%	.	-17%	12%
25	O=S(=O)(Nc1ncccn1)c1ccc(-n2cnnn2)cc1	0%	-9%	-8%	-27%	-2%	-18%	?	0%	-10%
26	O=C(NC1(C(=O)NC2CCCCC2)CCCCC1)c1ccc2c(c1)OCO2	29%	-16%	0%	14%[59 µM]	-4%	3%	-2%	-8%	2%
27	CCOCN(C(=O)Cn1c(CO)nc2ccccc21)c1c(C)cccc1CC	14%	-5%	-2%	-12%	-6%	-5%	3%	-21%	8%
28	CC(=O)c1ccc(OCCn2c(SCC(=O)O)nc3ccccc32)cc1	-2%	-14%	8%	-26%	-8%	-24%	22%	-2%	?
29	CN1CCN(c2nc3c(c(=O)n(C)c(=O)n3C)n2Cc2ccccc2F)CC1	19%	-2%	8%	.	2%	-6%	5%	-1%	148%[activator]
30	CSCC[C@H](NC(=O)C(C)(C)Oc1ccc(Cl)cc1)c1nc2ccccc2[nH]1	28%	11%	-14%	-48%[59 µM]	-4%	-23%	-4%	-17%	17%
31	Cc1ccc2sc(N(CCCN(C)C)C(=O)c3ccc(S(=O)(=O)N(C)C)cc3)nc2c1C	-29%	3%	-11%	?	-6%	.	-4%	-20%	19%
32	COC(=O)CNS(=O)(=O)c1ccc(C)cc1	12%	2%	-6%	?	-2%	12%	2%	-10%	7%
33	O=C(Nc1ccc(Cl)cc1)c1ccncc1	29%	-15%	-12%	8%[59 µM]	5%	4%	3%	-3%	9%
34	OC(Cn1cccn1)c1ccccc1 (configuration not stated)	48%	-2%	0%	-46%	0%	7%	14%	-7%	11%
35	Cc1ccc(N2CC(C(=O)N3CCCCCC3)CC2=O)cc1 (configuration not stated)	5%	6%	-17%	-11%	-1%	-13%	6%	0%	31%[activator]
36	Cc1cc2c(c(=O)o1)C(C1C=CCCC1)C(C#N)=C(N)O2 (configuration not stated)	-10%	-17%	3%	?	-3%	5%	-1%	-11%	20%
37	O=C(NCCc1cccs1)c1ccc(Cn2c(SCc3ccccc3)nc3cccnc32)cc1	14%	-6%	-3%	-22%[59 µM]	-3%	-28%	.	119%[activator]	?
38	CCc1ccccc1NS(=O)(=O)c1ccc2nc(-c3ccccc3)[nH]c2c1	-33%	-5%	-8%	2%[59 µM]	-3%	-13%	.	-10%	?
39	Cc1ccc(N2C(=O)C3C4CC(=O)C(c5ccccc54)C3C2=O)cc1C (configuration not stated)	-9%	-2%	-17%	12%[59 µM]	4%	4%	6%	-9%	17%
40	Cc1cccn2cc(-c3ccccc3)nc12	7%	-5%	-1%	?	1%	-11%	-11%	-15%	-7%
41	COc1ccc(C(C)NC(=O)CCc2ccccc2)cc1 (configuration not stated)	9%	-5%	-22%	61%[activator]	-1%	-5%	10%	-2%	119%[activator]
42	CNc1nc(NC#N)nc(SC)n1	8%	-18%	-13%	-6%	0%	1%	-3%	0%	7%
43	COC(=O)CNC(=O)C1CCCN1C(=O)OC(C)(C)C (configuration not stated)	-16%	-22%	-12%	8%[12.7 µM]	-9%	3%	3%	-1%	19%
44	Cc1ccc(-n2ncc3c(N4CCC(C(N)=O)CC4)ncnc32)c(C)c1	-12%	-6%	6%	7%[59 µM]	-6%	-6%	-1%	?	-11%
45	COc1ccc(N2CCN(C(=O)Cc3ccc(C)cc3)CC2)cc1	-12%	-5%	-22%	71µM*	-4%	-33%	4%	-5%	81%[activator]
46	Cn1c(=O)c(=O)n(C)c2cc(N3CCCC3)c(NS(=O)(=O)c3ccc(F)cc3)cc21	-21%	-3%	-7%	40µM*	1%	-17%[57.1 µM]	36%	1%	20%
47	CCCCCCCCCCCCCCCC[n+]1cccc(C(=O)N(CC)CC)c1	49%	-2%&-21%	-21%&-18%	?	?	-23%	3%	16µM*	?
48	COc1ccccc1CNC(=O)c1cnc2c(-c3ccccc3)c(C)nn2c1C	3%	0%	-10%	17%[59 µM]	-4%	-9%	.	-19%	9%
49	O=C(NCCNCc1cccs1)c1ccccc1F	1%	-10%	-24%	6.3µM*	-2%	50µM*	-2%	-2%	161%[activator]
50	N#C/C(=C\c1c(N2CCCCC2)nc2ccccn2c1=O)C(=O)NC1CCS(=O)(=O)C1 (configuration not stated)	-18%	1%	-16%	7%[59 µM]	3%	0%	?	101%[activator]	31%[activator]

Continuation.
nr	Structure	POLB inh	POLK inh	Pol eta inh	G9a inh	BLM helicase inh	BAZ2B block	APE1 inh	Anesthetic bind	Pol iota inh
51	CN(C)/C=C1/OC(=O)C(C#N)=C1c1ccc(Cl)cc1	-2%	-9%	-17%	-5%[2.33 µM]	-4%	-17%	43%	3%	4%
52	O=S(=O)(NCCS(=O)(=O)N1CCN(c2ccccc2)CC1)c1ccc(Br)cc1	39%[activator]	-14%[60.1 µM]	18%	-10%[59 µM]	0%	-7%	.	0%	-18%
53	Cc1ccc(C)n1-c1ccc(-c2nnc3n2CCCCC3)s1	23%	0%	-8%	-48%	-9%	-26%	-1%	?	3%
54	COC(=O)c1cc(C(=O)CSc2nc(C)cc(C)n2)ccc1O	-17%	-5%	-2%	?	-8%	5%	-5%	-21%	2%

Screening results (PubChem BioAssay)

These rows are one share of the data, so the mix of outcomes need not match the whole.
